PfHsp90 set2 = inhibits growth of yeast expressing Plasmodium falciparum Hsp90; 310,000 tested, 0.32% active; S. cerevisiae expressing PfHsp90, BacTiter-Glo ATP, 48 h; yeast lacking PDR1 and PDR3 efflux regulators; AID 504621; inhibition, % at 9.4 µM;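 active = every replicate shows inhibition above about 80%, whatever the replicate mean, limit read from the data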;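 also: 0% = DMSO neutral controls and 100% = 20 µM radicicol positive controls; yeast relying on Plasmodium falciparum Hsp90 in place of its own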
OPRM1-OPRD1 inv = inverse agonists of human mu-delta opioid receptor heterodimerization; 340,000 tested, 0.21% active; inhibition, % at 9.3 µM; cell-based MOR-DOR heterodimer luminescence, inverse agonism; P35372+P41143; AID 504357; in the data active = inhibition above about 22%, passing the limit was not always enough;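 also: 0% = cells with DMSO and 100% = wells without cells with DMSO; values of inactives mirror those of a sister screen read the other way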
E coli growth = counter-screen for AddAB inhibitors: E. coli growth inhibition; E. coli V3065 growth, OD600 absorbance, 18 h; inhibition, % at 11.9 µM; 330,000 tested, 0.27% active;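 active = inhibition above the campaign's mean inhibition across all tested compounds plus 3 SD, cut at about 9.9% in these data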;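 also: uninfected addAB+ strain grown without phage in ampicillin broth; 0% = DMSO wells and 100% = ciprofloxacin 0.95 µg/ml wells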
MOR-DOR ag = agonists of human mu-delta opioid receptor heterodimerization; cells, OPRM1-OPRD1 heterodimerization, luminescence; 340,000 tested, 0.3% active; activation, % at 9.3 µM; P35372+P41143; AID 504326; in the data active = activation above about 18%;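 also: 0% = vehicle-treated cells and 100% = reference agonist; values of inactives mirror those of a sister screen read the other way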
HTR5A ag ctr = activates human HTR5A in OPRM1-OPRD1 agonist counter-screen; P47898; HTR5A agonist assay, luminescence, cell-based; activation, % at 9.3 µM; 340,000 tested, 0.61% active; in the data active = activation mostly above about 9.5%, no sharp cut-off; inactive = mostly below about 7.6%;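 also: 0% = cells with vehicle only and 100% = reference agonist; strong numbers were not always called active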
Target sequence (P47898 whole entry, looked up): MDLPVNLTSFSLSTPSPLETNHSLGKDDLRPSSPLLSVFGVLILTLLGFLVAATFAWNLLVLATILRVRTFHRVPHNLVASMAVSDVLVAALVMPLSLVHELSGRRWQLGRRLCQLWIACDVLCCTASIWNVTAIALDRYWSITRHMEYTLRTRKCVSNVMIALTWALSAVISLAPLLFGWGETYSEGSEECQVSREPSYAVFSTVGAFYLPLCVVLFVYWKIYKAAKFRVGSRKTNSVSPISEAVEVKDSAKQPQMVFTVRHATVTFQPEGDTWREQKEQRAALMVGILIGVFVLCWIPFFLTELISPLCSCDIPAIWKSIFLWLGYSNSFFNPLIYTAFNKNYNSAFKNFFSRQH
HTR5A inv ctr = HTR5A inverse agonism, opioid heterodimer counter-screen; P47898; HTR5A cell line, luminescence; inhibition, % at 9.3 µM; 340,000 tested, 0.083% active; in the data active = inhibition mostly above about 23%, no sharp cut-off; inactive = mostly below about 18%;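 also: 0% = cells with DMSO and 100% = no-cell wells with DMSO; some compounds called inactive have numbers as strong as hits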
phage Ecoli inh = E. coli growth loss with phage present; growth absorbance; inhibition, % at 11.9 µM; 360,000 tested, 0.26% active; in the data active = inhibition above about 11%
Pemphigus Ab inh = inhibitors of pemphigus antibody binding to human desmoglein-3; DSG3-coupled beads, scFv-anti-DSG3-GFP binding, flow cytometry; active compounds read low; binding (percent of control), % at 10 µM; 310,000 tested, 0.48% active; AID 588358;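 active = binding more than 3 SD below its plate's average and above zero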;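 also: hits lower antibody fragment binding to DSG3; some compounds called inactive have numbers as strong as hits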
SUMO Mot1 rescue = blocks SUMOylation pathway, rescuing yeast Mot1-301 growth. S. cerevisiae Mot1-301 growth rescue, ATP luminescence, 38.5C; percent above DMSO median, 100 means doubled. growth rescue, % at 18.8 µM. 320,000 tested, 1% active. AID 2716;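 active = every valid replicate shows activation above 250% relative to neutral control wells; inactive = the rest, any valid replicate at or below 250%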;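 also: OY570 slx delta 5 strain wells were the positive control but not used for scaling; some compounds called inactive have numbers as strong as hits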
PKA-R1A act = activators of PKA-R1A complex; 340,000 tested, 0.083% active; P00514+P68181; PKA-R1A dissociation, Cy5-IP20 fluorescence polarization; scaled: DMSO 0%, 113 µM cGMP 100%; activation, % at 11.4 µM;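 active = percent activation above the mean of all tested compounds plus 3 SD, cut at about 19% in these data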;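 also: higher means more PKAc released from R1A so a rise in polarization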
AddAB inh = less growth of phage-infected E. coli with AddAB; E. coli expressing H. pylori AddAB, absorbance growth; inhibition, % at 11.9 µM; 330,000 tested, 0.29% active; AID 435030; in the data active = inhibition above about 12%;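 also: 0% = vehicle wells of infected cells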
* = called active by the depositor; . = not tested or not shown. Rows were taken by chance; 3.2% or so of the library scored in one or more.

#	Molecule	PfHsp90 set2	OPRM1-OPRD1 inv	E coli growth	MOR-DOR ag	HTR5A ag ctr	HTR5A inv ctr
1	CCCCCN1CSC(=S)N(Cc2ccccc2)C1	-7	3	0.5	-0.7	4	-8
2	COc1ccc(CC(=O)Nc2ccc(S(=O)(=O)N3CCC(C)CC3)cc2)c(OC)c1	-8	-4	-0.3	1.0	7	-20
3	O=C(CSc1nnnn1C1CCCC1)Nc1cccc(NC(=O)c2ccco2)c1	-6	-2	0.2	0.4	1	-15
4	CN(Cc1cccs1)C(=O)CN1CCN(S(=O)(=O)c2ccc3c(c2)OCCCO3)CC1	-29	13	.	-2.4	6	1
5	CCOC(=O)CSc1nc(C(C)C)nc2ccccc12	.	3	1.1	-0.5	-1	-23
6	Cc1[nH]c2ccccc2c1Cc1n[nH]c(=S)n1C	1	5	-2.8	-0.9	-2	-22
7	CCC(=NCc1ccco1)c1c(C(F)(F)F)[nH]n(-c2nc3ccccc3s2)c1=O	17	2	-3.0	-0.3	4	-20
8	O=C(NCc1ccccc1Cl)c1ccc(-c2ccccc2)cc1	-8	-5	-0.3	0.9	9	-25
9	CCCCCc1nnc(NC(=O)OCCC)s1	15	8	2.1	-1.5	0	1
10	CCOc1ccc(N(CC(=O)Nc2ccc(C)c(C)c2)S(=O)(=O)c2c(C)noc2C)cc1	3	-2	-0.1	0.5	7	-20

#	phage Ecoli inh	Pemphigus Ab inh	SUMO Mot1 rescue	PKA-R1A act	AddAB inh
1	0.4	.	-6	4	0.3
2	1.1	105	101	-5	0.0
3	3.0	103	381	1	-0.8
4	2.7	98	.	-1	.
5	2.3	.	17	1	2.6
6	2.5	.	93	11	2.5
7	-0.5	102	-20	-2	3.0
8	4.3	117	-5	1	2.9
9	3.7	.	17	-4	1.4
10	2.6	107	-11	-6	3.6

Next section.
#	Molecule	PfHsp90 set2	OPRM1-OPRD1 inv	E coli growth	MOR-DOR ag	HTR5A ag ctr	HTR5A inv ctr
11	O=[N+]([O-])c1cccc(/C=N/N=C\c2ccccc2)c1	-8	-2	.	0.4	1	-4
12	COc1cc(OC)cc(C(=O)N2CCC(n3c(C)nc4cc(F)ccc43)CC2)c1	13	2	0.5	-0.4	1	-2
13	CCOCCCNC(=O)c1ccc(N2CC3CC(C2)c2cccc(=O)n2C3)c(NC(=O)Nc2cccc(OC)c2)c1 (stereo unspecified)	-16	6	-1.5	-1.1	0	7
14	O=C(CN1C(=O)CC(c2ccco2)Sc2ccccc21)Nc1ccc2c(c1)OCCO2 (stereo unspecified)	-5	17	-2.4	-3.1	3	-4
15	CCOC(=O)C1(Cc2cccc(Cl)c2)CCCN(C(=O)c2ccoc2C)C1 (stereo unspecified)	-34	10	.	-1.9	3	-8
16	CC1=C(C(=O)NCCN2CCN(C)CC2)C2(CCC(C)CC2)OC1=O (stereo unspecified)	-5	11	-3.1	-2.2	-2	-5
17	O=C(NCc1cccs1)c1ccc(Cl)s1	-14	14	-1.1	-2.7	1	-18
18	CCCn1nnc(NC(=O)c2cc3ccccc3o2)n1	14	-2	1.4	0.3	6	19
19	CCOc1ccc(N2C(=O)c3ccccc3C2O)cc1 (stereo unspecified)	35	0	0.1	0.1	9	-19
20	Cc1ccc(S(=O)(=O)Cc2ccc(C(=O)N3CCCCCC3)o2)cc1	1	10	-1.5	-1.9	6	-17

#	phage Ecoli inh	Pemphigus Ab inh	SUMO Mot1 rescue	PKA-R1A act	AddAB inh
11	-0.2	120	-3	-3	.
12	2.7	.	-23	-7	2.6
13	3.8	102	227	-8	1.5
14	1.5	103	2	-13	1.5
15	1.7	118	40	-12	.
16	3.1	.	-1	-1	0.3
17	2.7	.	9	-12	-0.2
18	3.6	99	71	2	4.5
19	0.0	79	1	-5	1.8
20	2.7	109	-23	1	2.2

(more compounds)
#	Molecule	PfHsp90 set2	OPRM1-OPRD1 inv	E coli growth	MOR-DOR ag	HTR5A ag ctr	HTR5A inv ctr
21	COc1cc(C(=O)Nc2cc(S(=O)(=O)N3CCOCC3)ccc2N2CCOCC2)ccc1OC(F)F	-7	15	.	-3.5	0	-1
22	CC(C)(C)Nc1nc(-c2ccccn2)nc2ccccc12	12	27	5.2	-5.3	1	-4
23	COC(=O)c1ccc2[nH]c(CO)c(-c3ccccc3)c2c1	7	6	1.4	-1.1	12	-31
24	CN1C(=O)C(Cl)(Cl)C(=O)c2ccccc21	7	-21	.	3.2	-3	6
25	Oc1ccc2ccccc2c1Br	3	-11	-0.3	2.1	0	0
26	CC(C)C1=C2OC(N)=C(C#N)C(C#N)=C2C(C)CC1 (stereo unspecified)	.	0	-0.8	0.1	-2	10
27	CCOC(=O)c1[nH]c2ccc(F)cc2c1NC(=O)C(C)N1CCc2cc(OC)c(OC)cc2C1 (stereo unspecified)	.	9	-0.3	-1.6	0	-9
28	CCCCc1nc(N2CCOCC2)c(C#N)c2c1CCCC2	-8	-23	-2.3	3.9	0	-10
29	N#Cc1c(-c2ccccc2)nc2n(c1=O)CCS2	-19	12	0.8	-2.0	-1	8
30	COc1cccc(NC(=O)COC(=O)CCCc2c[nH]c3ccccc23)c1	-13	4	-0.5	-0.7	-1	-13

#	phage Ecoli inh	Pemphigus Ab inh	SUMO Mot1 rescue	PKA-R1A act	AddAB inh
21	1.0	.	.	2	.
22	-0.2	94	99	-6	0.3
23	0.2	100	354	-7	4.4
24	.	109	.	4	.
25	3.2	93	-22	-1	0.2
26	1.8	131	2	9	1.6
27	5.5	104	5	0	0.2
28	2.0	90	-5	-10	-0.3
29	2.6	99	6	-9	-0.5
30	2.7	106	11	3	3.7

(listing goes on)
#	Molecule	PfHsp90 set2	OPRM1-OPRD1 inv	E coli growth	MOR-DOR ag	HTR5A ag ctr	HTR5A inv ctr
31	CCOc1cc(/C=N/N2CCOCC2)ccc1OCc1ccc(C(=O)OC)o1	9	6	-1.2	-1.2	4	-13
32	N#C/C(C(=O)Nc1ccc(Cl)cc1)=C(/S)Nc1ccccc1	73	-22	2.1	4.2	12	-31
33	O=C(O)C1CCN(S(=O)(=O)c2ccc(N3CCC(O)CC3)c([N+](=O)[O-])c2)CC1	-3	13	-0.8	-2.5	4	16
34	CC(C)c1ccc(CN2CCC(C(=O)NCc3cccnc3)CC2)cc1	-7	20	-1.0	-3.1	2	-25
35	CCOC(=O)c1sc(=S)n(CC)c1NC(=O)c1ccccc1	.	.	0.2	.	.	.
36	O=C(CCc1ccc(S(=O)(=O)NCc2ccccc2)cc1)NCc1ccc2c(c1)OCO2	-7	6	-0.8	-1.2	0	-21
37	CC(C)c1ccc(OCCCCN2CCCCC2)cc1	25	10	0.5	-2.1	0	1
38	CCC1S/C(=C(\C#N)C(=O)NCc2ccco2)N(c2ccc(Br)cc2)C1=O (stereo unspecified)	-15	6	-0.1	-1.4	8	-20
39	Cc1ccc(NC(=O)CN(C)Cc2nc3c(Br)cc(Br)cc3c(=O)[nH]2)cc1	-14	2	-0.5	-0.4	8	-22
40	CCOC(=O)N1CCC(NC(=O)c2sc(-n3cccc3)nc2C)CC1	-4	12	-0.9	-2.4	6	-14

#	phage Ecoli inh	Pemphigus Ab inh	SUMO Mot1 rescue	PKA-R1A act	AddAB inh
31	2.1	108	6	-5	-1.5
32	1.7	74*	-25	-2	4.6
33	3.1	102	-15	-3	2.3
34	0.3	97	-5	6	1.1
35	3.6	107	1	.	-0.8
36	2.7	105	-8	-6	0.9
37	1.7	110	352*	3	-0.3
38	0.6	.	8	-6	2.1
39	-4.3	103	-7	-4	-2.6
40	1.7	99	-7	-14	1.9

Continuation.
#	Molecule	PfHsp90 set2	OPRM1-OPRD1 inv	E coli growth	MOR-DOR ag	HTR5A ag ctr	HTR5A inv ctr
41	O=C1COc2ccc(C(=O)COC(=O)c3cc(S(=O)(=O)N4CCOCC4)ccc3F)cc2N1	16	12	-0.4	-2.2	-2	18
42	O=C(c1ccc(Br)o1)N1CCCc2ccccc21	5	9	0.3	-1.5	3	-13
43	CC(C)CCNC(=O)CCn1nc(-c2ccc(Cl)cc2)ccc1=O	-23	-2	-1.2	0.5	-4	16
44	O=C(NCCCC1CCCC1)C1CCC(=O)N(Cc2cccc(F)c2)C1 (stereo unspecified)	-10	18	0.2	-3.3	-2	-20
45	COc1cc(CNc2ccc3[nH]c(=O)[nH]c3c2)ccc1OCC(=O)NC(C)(C)C	-4	-22	-2.2	3.6	5	-13
46	COc1ccc(C(=O)NCc2cc(C)nc3ccccc23)cc1OC	.	6	-2.6	-1.2	1	-3
47	Cc1noc(C)c1CSCC(=O)Oc1ccc(N(C)S(=O)(=O)c2ccccc2)cc1	21	7	0.6	-1.5	4	8
48	CC(=O)Oc1ccc(C(=O)Nc2cccnc2)cc1	11	17	-0.4	-3.4	-2	9

#	phage Ecoli inh	Pemphigus Ab inh	SUMO Mot1 rescue	PKA-R1A act	AddAB inh
41	-2.4	102	3	-5	0.6
42	0.9	98	-19	-6	1.4
43	-4.1	101	5	11	0.8
44	0.9	102	27	-11	0.1
45	1.2	.	-1	1	-0.4
46	-1.4	122	-4	-8	1.7
47	3.2	104	-6	-13	0.5
48	-2.0	111	12	3	1.3

Source: PubChem
